Neddylation inh = inhibitors of cullin neddylation, primary screen, biochemical, TR-FRET, uHTS, NAE and Ubc12. NEDD8-conjugating enzyme Ubc12 (Homo sapiens) + NEDD8-activating enzyme E1 regulatory …. calls only at 25 µM. hit rate 0.58% among 360,000. AID 651699, 2012; in the data active = inhibition above about 36%
SKN-1 inh = suppressors of acrylamide-induced Pgst-4::GFP reporter in worms, primary screen, SKN-1 inhibitor project, whole organism, uHTS, GFP/RFP fluorescence ratio, strain VP596; AID 624304, 2012; hit rate 0.49% among 360,000; C. elegans VP596 Pgst-4::GFP/RFP ratio, 24 h; inhibition, % at 21.8 µM;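 active = interference check ratio from 0.5 to 1.5 plus GFP to RFP signal ratio inhibition reaching or exceeding a fixed threshold, cut at about 30% in these data, passing the limit was not always enough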; note: some compounds called inactive have numbers as strong as hits
FAS TE block = FAS thioesterase domain inhibitors, primary screen, biochemical, fluorescence intensity, uHTS. AID 602261, 2012. inhibition, % at 15 µM. recombinant FAS-TE, OMFH fluorogenic substrate, fluorescence endpoint. hit rate 0.67% among 360,000. Fatty acid synthase (Homo sapiens), P49327;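 active = compounds whose normalised, plate-corrected inhibition of enzyme fluorescence in the single-dose primary screen is 50% or more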;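 note: 0% = DMSO with enzyme and 100% = substrate without enzyme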
eLon inh = inhibitors of E. coli Lon protease, primary screen, biochemical, fluorescence polarization; P0A9M0; purified E. coli Lon protease; inhibition, % at 7.94 µM; hit rate 0.42% among 360,000; AID 602123, 2011; in the data active = inhibition above about 13%, passing the limit was not always enough;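 note: 0% = enzyme with probe and DMSO and 100% = no enzyme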
CendR NRP1 mod = modulators of CendR peptide binding to NRP-1, primary screen, biochemical, fluorescence polarization, uHTS. FAM-RPARPAR peptide binding to NRP-1. Neuropilin-1 (Homo sapiens), O14786. hit rate 0.85% among 360,000. inhibition, % at 25 µM;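 active = inhibition or corrected inhibition above about 18%, plus a signal ratio from 0.5 to 1.5, limit read from the data, passing the limit was not always enough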; note: strong numbers were not always called active
bovine MsrA act = bovine MsrA enzyme activators, primary screen, biochemical, absorbance, HTS; Methionine sulfoxide reductase A (Bos taurus); purified bovine MsrA, absorbance read-out; activation, % at 10.6 µM; hit rate 0.3% among 360,000; AID 602163, 2012; in the data active = activation above about 7.5%;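 note: 0% = vehicle and 100% = reference activator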
MLLE-PAM2 inh = inhibitors of PABP1 MLLE–PAM2 peptide binding, primary screen, biochemical, fluorescence polarization, FITC-PAM2, GST-MLLE; Polyadenylate-binding protein 1 (Homo sapiens), P11940; inhibition, % at 20 µM; hit rate 0.36% among 360,000; in the data active = inhibition above about 35%, passing the limit was not always enough;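 note: plate controls were DMSO wells with GST-MLLE for no effect and wells lacking GST-MLLE protein for full effect; some results filed as inactive read as strong as hits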
Target sequence (P11940 whole entry, looked up): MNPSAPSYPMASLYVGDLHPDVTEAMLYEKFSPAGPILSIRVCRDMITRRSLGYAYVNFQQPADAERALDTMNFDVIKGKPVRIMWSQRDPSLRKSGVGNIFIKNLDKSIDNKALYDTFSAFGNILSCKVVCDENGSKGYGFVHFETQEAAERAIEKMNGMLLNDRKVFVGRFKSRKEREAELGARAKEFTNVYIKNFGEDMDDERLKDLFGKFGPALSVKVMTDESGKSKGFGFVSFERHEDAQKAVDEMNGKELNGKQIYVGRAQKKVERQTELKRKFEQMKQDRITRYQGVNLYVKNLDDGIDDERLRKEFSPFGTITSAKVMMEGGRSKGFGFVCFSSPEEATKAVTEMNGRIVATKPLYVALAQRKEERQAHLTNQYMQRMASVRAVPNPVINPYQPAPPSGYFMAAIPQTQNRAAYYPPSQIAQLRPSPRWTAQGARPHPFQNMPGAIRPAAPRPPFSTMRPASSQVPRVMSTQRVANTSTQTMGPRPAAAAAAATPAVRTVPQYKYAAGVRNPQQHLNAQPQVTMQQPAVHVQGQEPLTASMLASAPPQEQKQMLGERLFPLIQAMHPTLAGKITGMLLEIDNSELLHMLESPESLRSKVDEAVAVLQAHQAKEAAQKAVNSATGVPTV
MT1-MMP act inh = blockers of MT1-MMP proenzyme processing, primary screen, HT1080 RFP-PRO-GFP cells, GFP/RFP fluorescence; Matrix metalloproteinase-14 (Homo sapiens), P50281; GFP/RFP ratio fluorescence, overnight; percent of plate control window, DMSO zero; GFP/RFP ratio change, % at 20 µM; hit rate 0.061% among 360,000; AID 651647, 2012;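 active = GFP/RFP ratio change of at least 30% with cell ATP level not reduced by more than half and red fluorescence within 50% of control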; note: strong numbers were not always called active
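Assay system: HT1080 RFP-PRO-GFP cells | Dosing: 20 µM single dose, 1% DMSO | Incubation: Cells overnight before dosing, compound overnight, 37 °C, 5% CO2 | Evaluation: GFP/RFP fluorescence ratio | Control set: DMSO-only wells and HT1080 RFP-L50D-GFP cell wells as references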
Rin1 Abl inh = inhibitors of Rin1-Abl protein binding, primary screen, biochemical, TR-FRET | inhibition, % at 7.35 µM | hit rate 0.4% among 360,000 | AID 588664, 2011; in the data active = inhibition above about 5%, passing the limit was not always enough
Starred values were filed as active, the others as inactive; i = inactive; · = not tested or not shown. Rows are unselected; overall some 4% were active at least once.

SMILES	Neddylation inh	SKN-1 inh	FAS TE block	eLon inh	CendR NRP1 mod	bovine MsrA act	MLLE-PAM2 inh	MT1-MMP act inh	Rin1 Abl inh
Cc1ccc(-c2nnn(CC(=O)Nc3ccc(S(=O)(=O)N4CCC(C)CC4)cc3)n2)cc1	i	9	-4	1	-6	-2	-3	5	-2
O=C(CSc1nc(-c2ccccc2)nc2ccccc12)Nc1nccs1	i	9	-5	0	2	-1	12	0	-9
O=C(CCN1CCOCC1)c1ccc(N2CCCCC2)cc1	i	8	-8	-19	8	-4	9	3	1
CNC(=S)NC1CC2CCCC(C1)N2Cc1ccc(C)cc1 (configuration not stated)	i	-2	-7	-3	3	-7	-57	1	2
CCSc1nc2ccccc2c(=O)n1Cc1ccc(F)cc1	i	14	13	11	-16	-4	5	1	-4
COc1ccc(C2CC(c3cccs3)=NN2C(=S)Nc2ccccc2)cc1OC (configuration not stated)	i	-16	20	-14	3	-10	-63	-1	4
Cn1[nH]c(CSc2ccc(Cl)cc2)cc1=O	i	-2	-1	-6	-2	-3	30	7	2
CN1CCN(S(=O)(=O)c2ccc(C(=O)NC3CCCCC3)cc2)CC1	i	11	-4	-1	-1	-2	6	-2	0
C[C@H]1CN([C@@H](C)CO)S(=O)(=O)c2ccc(C#CC3CC3)cc2O[C@H]1CN(C)C(=O)c1cccnc1	i	-11	-5	-5	-7	-1	-5	5	-2
CC(C)c1cc(C(=O)O)n[nH]1	i	5	-10	-7	-9	-7	-5	0	0
CCSC1=C(C#N)C2(CCCCC2)C(C#N)=C(N)N1	i	1	-1	8	-2	-4	-1	1	3
NC(=O)NC(CC(=O)NCc1ccc2c(c1)OCO2)c1ccccc1Cl (configuration not stated)	i	-1	-4	5	9	-1	5	-4	1
CC(=O)OC1COC(n2c(O)c(N=NC(N)=S)c3ccccc32)C(OC(C)=O)C1OC(C)=O (configuration not stated)	i	3	-4	3	0	-4	34	0	-3
NS(=O)(=O)c1ccc(NC(=O)CSc2nnc(-c3cnccn3)n2-c2ccccc2)cc1	i	7	-9	0	-6	1	-1	7	-2
COC(=O)CNC(=O)C1CCN(c2nc(C)cc(C)n2)CC1	i	12	-8	1	13	-2	-1	1	-2

By substructure, the compounds so far with an aryl thioether with sulfur outside any ring.
SMILES	Neddylation inh	SKN-1 inh	FAS TE block	eLon inh	CendR NRP1 mod	bovine MsrA act	MLLE-PAM2 inh	MT1-MMP act inh	Rin1 Abl inh
O=C(CSc1nc(-c2ccccc2)nc2ccccc12)Nc1nccs1	i	9	-5	0	2	-1	12	0	-9
CCSc1nc2ccccc2c(=O)n1Cc1ccc(F)cc1	i	14	13	11	-16	-4	5	1	-4
Cn1[nH]c(CSc2ccc(Cl)cc2)cc1=O	i	-2	-1	-6	-2	-3	30	7	2
NS(=O)(=O)c1ccc(NC(=O)CSc2nnc(-c3cnccn3)n2-c2ccccc2)cc1	i	7	-9	0	-6	1	-1	7	-2

Next section
SMILES	Neddylation inh	SKN-1 inh	FAS TE block	eLon inh	CendR NRP1 mod	bovine MsrA act	MLLE-PAM2 inh	MT1-MMP act inh	Rin1 Abl inh
CC(C)OC(=O)CSc1nnc(-c2ccc(Cl)cc2Cl)o1	i	-15	-7	3	3	6	4	2	-2
O=C(Nc1nc2ccccc2[nH]1)c1ccccc1	i	4	-3	-6	-5	0	-5	3	0
CC(C)NC(=O)N(C)C[C@H]1Oc2c(NS(=O)(=O)c3ccccc3)cccc2C(=O)N([C@H](C)CO)C[C@@H]1C	i	9	-8	-5	10	-2	-6	1	-1
S=C(Nc1ccccc1Cl)N1CCN(Cc2ccccc2)CC1	i	5	-8	5	2	-5	-77	2	4
COc1ccc(CNC(=O)Nc2cccc(C(F)(F)F)c2)cc1OC	i	-21	2	-3	-7	-9	-11	3	2
Cc1cc(NS(=O)(=O)c2ccc(NC(=O)COc3ccccc3[N+](=O)[O-])cc2)no1	i	-2	1	0	2	-5	0	-5	1
CCN(CC)S(=O)(=O)c1ccc(N2CCOCC2)c(NC(=O)C2CCCC2)c1	i	-1	-8	1	-7	-4	-17	0	-5
Cc1ccc(CNC(=O)CSc2nnc(CNC(=O)c3ccccc3)o2)cc1	i	-8	-6	-2	-4	-8	-15	1	2
CCCSc1nc(N)nc(-c2cccs2)c1C#N	i	20	16	-8	-1	-11	-3	-2	-1
COc1ccccc1NC(=O)CSc1ccc(-c2cccs2)nn1	i	1	17	4	-9	-3	-6	3	-2
CC(=O)Nc1nc(-c2cccc3ccccc23)cs1	i	17	1	-14	9	-2	15	-3	-2
COc1ccc(S(N)(=O)=O)cc1C(=O)NCC(C)(C)N1CCOCC1	i	8	-4	6	-3	-3	1	0	4
CCOc1cc(/C=C2/C(=N)N3N=C(C)SC3=NC2=O)ccc1OS(=O)(=O)c1ccc(C)cc1	i	-16	3	-11	-34	2	-10	-2	-1
Cc1ccc2c(cnn2C(=O)CCCC(=O)NC(C)c2ccccc2)c1 (configuration not stated)	i	11	4	-4	4	-1	5	-3	-2
CC1CCCCC1NC(=O)CCCN1C(=O)c2ccccc2C1=O (configuration not stated)	i	19	-2	2	1	-4	10	0	3
COc1ccc(C(C)=O)cc1COC(=O)CNC(=O)C1CCCCC1	i	7	-6	-7	5	-1	-10	-2	2
CCC(=O)Nc1nc2c(OC)ccc(C)c2s1	i	14	-4	-8	-2	-3	-1	1	0
O=C(Nc1ccc2c(c1)CCC2)c1ccc(Cl)nc1	i	-10	0	-5	3	-6	-20	4	1
Nc1ccc(C2(c3ccc(N)cc3)c3ccccc3C(=O)c3ccccc32)cc1	i	10	28	-4	9	-11	7	3	-6
Cc1ccc(S(=O)(=O)NC(C)C(c2cccs2)N2CCN(c3ccccc3)CC2)cc1 (configuration not stated)	i	-13	24	-1	-8	0	2	0	0
Cc1ccc(SC(CC(=O)c2ccc(F)cc2)C(=O)O)cc1 (configuration not stated)	i	-26	-3	-9	5	-12	32	-1	2
O=C(CSc1oc(-c2ccc(F)cc2)nc1S(=O)(=O)c1ccc(F)cc1)NCC1CCCO1 (configuration not stated)	i	-3	-4	0	-11	-1	-9	-1	1
CCOC(=O)C1CCN(C(=O)C2CCN(S(=O)(=O)N3CCC4(CC3)OCCO4)CC2)CC1	i	-14	-3	-8	5	0	5	1	0
CC(C)N(C(=O)[C@H]1C[C@H](CC(=O)NCc2ccco2)C(=O)N2CCc3c([nH]c4ccc(Cl)cc34)[C@]12C)C(C)C	i	-11	20	1	0	5	3	-19	3
CCc1nnc(NC(=O)CSc2nnc(COc3ccc(C#N)cc3)n2-c2ccccc2)s1	i	19	-4	-6	0	-4	-55	2	3
O=C(NCc1ccccc1)C(C1CC1)n1c(-c2cccs2)nc2ccccc21 (configuration not stated)	i	7	·	·	5	·	·	1	·
C=C(C)C1Cc2c(C)nn(-c3cccc4cccnc34)c2C1 (configuration not stated)	i	0	-1	-3	-17	-1	-2	-2	0
CCCc1cc2c(cc1NC(=O)c1ccc(C(C)(C)C)cc1)OCO2	i	20	16	9	-7	-3	13	-5	0
Cc1cccc(C(=O)O/N=C(\N)c2ccc(Br)cc2)c1	i	-3	3	-3	14	2	-5	-3	-2
O=c1oc2ccccc2c(O)c1Sc1ccc(Cl)cc1	i	6	-2	-11	-4	0	25	-2	1
COc1ccc([C@H]2C[C@@H](n3cc(C4CC4)nn3)[C@H](O)CN2CC2CCCCC2)cc1	i	21	13	2	-2	-1	9	-7	-5
Cc1ccc(Cn2ccnc2C(=O)Nc2ccccc2)cc1	i	1	1	-1	-3	-2	8	-11	-5
CCCCOC(=O)C1=C(C)NC(=O)NC1c1cccc([N+](=O)[O-])c1 (configuration not stated)	i	8	16	-4	14	-3	-14	4	-2
COc1ccc(-c2[nH]ncc2CN2CCCC(C(=O)c3ccc(OC)cc3OC)C2)cc1 (configuration not stated)	i	4	-6	4	9	-8	-6	-2	-1
CSC1=N/C(=C\c2ccc(C)cc2)C(=O)S1	i	2	-3	0	3	-3	-27	-1	1
CC(=O)N/N=C/c1cc([N+](=O)[O-])ccc1OCCOc1ccccc1	i	13	12	-2	9	-8	-1	0	-1
CC1(C)Cc2c(C#N)c(N)sc(=S)c2CO1	i	11	-3	2	-2	-1	33	-34	-2
COc1ccc([C@H]2C[C@H](n3cc(-c4ccc(F)cc4)nn3)[C@@H](O)CN2C(=O)C2CCCCC2)cc1	i	10	11	-11	3	-1	-1	-2	0
CCn1c(=O)c(C(=O)NCc2ccccn2)c(O)c2ccccc21	i	30	0	-3	5	-8	8	3	-7
N#CC(=C(O)CN1CCN(c2ccccc2F)CC1)c1nc(-c2ccc(Cl)cc2)cs1	i	1	-3	-18	-5	-3	1	7	0
COc1ccc(O)c(C=NCC(C)N=Cc2cc(OC)ccc2O)c1 (configuration not stated)	i	1	-8	1	-1	-8	13	4	-3
Cc1ccc2cc(CN(CC3CCCO3)C(=O)Nc3ccccc3F)c3nnnn3c2c1 (configuration not stated)	i	6	6	-5	-7	-4	-4	2	5
CCOC(=O)c1cnc(-c2ccc(C(F)(F)F)cn2)[nH]c1=O	i	12	-4	8	-1	-1	6	4	-3
CN(C(=O)CN(C)S(=O)(=O)c1ccc(F)cc1)c1c(N)n(Cc2ccccc2)c(=O)[nH]c1=O	i	-11	-8	0	2	-13	-10	0	3
COC(CN(C(=O)CCl)C(C(=O)NC1CCCCC1)c1ccccc1C)OC (configuration not stated)	i	2	6	-7	11	-2	4	-3	-3
CCCn1c(=O)c2ccccc2n2c(SCc3nc4ccccc4s3)nnc12	i	17	1	-24	-24	4	-110	-15	3
COc1ccccc1CNc1nc(C)c(C(=O)N(C)C)s1	i	-3	-6	1	0	-3	24	2	2
Cc1ccccc1NS(=O)(=O)c1cc(OCC(N)=O)c(C)cc1Cl	i	7	-4	12	-3	-2	-10	2	0
CC(Sc1ccc(S(=O)(=O)N2CCOCC2)cc1[N+](=O)[O-])C(=O)O (configuration not stated)	i	1	-14	-17	-11	-1	1	0	2
CCc1ccc(CNc2ccc(N3CCN(C(C)=O)CC3)cc2)cc1	i	11	-8	2	0	-12	5	8	5
CC(=O)N1CCN(C(=O)c2ccc(S(=O)(=O)Nc3ccccc3F)cc2)CC1	i	2	-6	-6	3	0	7	0	-3
CC(=O)NC(c1cccc(F)c1)c1nc(-c2ccccc2C)cs1 (configuration not stated)	i	-6	6	-6	-3	-1	-4	-3	1
CCc1cccc(CC)c1-n1c(SCC(=O)N2CCc3ccccc32)nc(O)cc1=O	i	1	-6	-7	18	-4	5	1	1
Cc1cc(C)c(C)c(S(=O)(=O)NCC(=O)Nc2ccccc2F)c1C	i	17	3	0	13	-4	9	0	-2
O=C(N/N=C/c1sc(N2CCCCC2)nc1-c1cccs1)c1cccnc1	i	5	9	-19	-86	-4	-136	-60	1
CCN(C(=O)CN1CCOCC1)C1(C)C(=O)c2ccccc2C1=O	i	13	-8	0	-12	-2	2	5	2
Cc1ccc(C(=O)NNC(=O)c2ccc(S(=O)(=O)N(C)c3ccccc3)cc2)cc1	i	1	0	-10	4	1	4	0	1
CC(NC(=O)NC1CCCCC1)C(c1cccs1)N1CCN(c2ccccc2)CC1 (configuration not stated)	i	8	7	0	-8	0	12	-9	-1
